Source: PubChem (National Center for Advancing Translational Sciences (NCATS))
12-LOX inh: ALOX12 (human) lipoxygenase inhibition | 1.1% of 580,000 active | P18054 | purified 12hLO, xylenol orange hydroperoxide absorbance | Potency, µM (doses to about 108 µM), for inactives: at the top dose activity change, negative = inhibition, actives largely listed as inhibitors; active = well fitted inhibition curve with a large enough effect; inconclusive = small, poorly fitted or top-dose-only effect, or another doubt; inactive = no such curve, though single readings can be large or run the other way
Target sequence (P18054 whole entry, looked up): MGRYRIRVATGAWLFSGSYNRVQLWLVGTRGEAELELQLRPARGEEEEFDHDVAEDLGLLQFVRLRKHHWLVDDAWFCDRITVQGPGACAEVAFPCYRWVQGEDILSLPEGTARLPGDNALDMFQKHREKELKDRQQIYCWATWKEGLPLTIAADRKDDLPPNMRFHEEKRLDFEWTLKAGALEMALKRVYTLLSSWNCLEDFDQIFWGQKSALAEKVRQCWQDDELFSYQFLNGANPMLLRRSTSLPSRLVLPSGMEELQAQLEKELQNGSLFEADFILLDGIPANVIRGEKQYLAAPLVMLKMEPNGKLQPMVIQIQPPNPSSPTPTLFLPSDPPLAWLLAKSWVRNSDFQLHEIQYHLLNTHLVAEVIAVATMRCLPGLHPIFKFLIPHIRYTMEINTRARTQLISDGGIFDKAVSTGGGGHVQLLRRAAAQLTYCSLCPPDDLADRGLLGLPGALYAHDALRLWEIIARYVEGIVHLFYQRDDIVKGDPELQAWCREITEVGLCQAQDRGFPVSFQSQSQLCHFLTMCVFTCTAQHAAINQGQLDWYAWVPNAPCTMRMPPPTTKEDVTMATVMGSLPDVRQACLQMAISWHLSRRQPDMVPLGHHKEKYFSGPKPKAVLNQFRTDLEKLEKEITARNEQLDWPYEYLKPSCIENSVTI
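Purified human 12hLO at 150 nM in 25 mM Hepes, 0.01% Triton X-100, pH 7.0, preincubated 15 min at room temperature with compound. Reaction started with 40 uM arachidonic acid, 30 min at room temperature. Hydroperoxide measured by Fe-xylenol orange, 573/405 nm absorbance ratio.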
* marks the source's active call; other numbers are inactive results; ? = inconclusive; [ ] = another dose, or the depositor's remark. % is scaled to controls: 0 for no effect and ±100 for the full control effect; potency is read from the fitted curve at half-maximal effect.

12-LOX inh | molecule
32%[activator] | O=C(c1n[nH]c(=O)c2ccccc12)N1CCC(Cc2noc(C3CCOCC3)n2)C1 (configuration not stated)
-6% | COc1ccc2cc(C3CN(C(=O)c4cccc(CO)n4)CCO3)ccc2c1 (configuration not stated)
? | Cn1nc(C(=O)N2CCC3(CC2)N=C(c2ccc(Br)cc2)NO3)c2ccccc21
60%[activator] | CN(C)c1nc(NCCNS(=O)(=O)c2ccc(Cl)cc2)ncc1F
2% | CCOCCCNC(=O)N1CCc2c(c(-c3nncn3Cc3ccccc3)nn2C)C1
78%[activator] | O=C(CC1CCOC2(CCN(Cc3cccs3)CC2)C1)NC1CC1 (configuration not stated)
2% | CCOc1ncccc1C(=O)N1CCc2[nH]nc(-c3cccc(F)c3)c2C1
40µM* | COC(=O)C1=C(C)N(Cc2ccc(Br)cc2)C(=S)NC1c1ccc(F)cc1 (configuration not stated)
4%[176 µM] | c1cc2c(cc1CNC1(Cc3cc(CN4CCCCC4)on3)COC1)OCO2
7% | CCN1CCC2(CCC1=O)CN(Cc1cccc(Cl)c1F)CCN2C (configuration not stated)
29% | Cc1c(-c2ccccc2F)[nH]c2ccc(CNC(=O)CC3CCC(=O)N3)cc12 (configuration not stated)
65%[activator] | CC1=C(C(=O)OC(C)C)C(c2ccccc2F)N2C(CC(=O)N3CCCC3)=CSC2=N1 (configuration not stated)
77%[activator] | Cn1cc(C#N)cc1C(=O)N1C[C@H](CO)C[C@H](CN2CCOCC2)C1
6% | COc1ccc(-n2c(CNC(=O)c3cccc4ccccc34)nnc2SC)cc1
-6% | CCn1c(-c2cccnc2)nc2cc(NC(=O)COC)cc(C(=O)N3CCc4ccccc4C3)c21
15% | COc1cccc(-c2nc(C3CC(=O)N(c4ccc(C)cc4)C3)no2)c1OC (configuration not stated)
? | O=C(NCCc1c[nH]c2ccccc12)OCc1cn(Cc2ccc(F)cc2F)nn1
-3% | O=C(c1cccc(F)c1)N1CCC(Cc2nc(C3CCOCC3)no2)CC1
-21%[176 µM] | C#CCNC(=O)C[C@@H]1O[C@H](CNC(C)=O)[C@@H](O)[C@H]1O
13% | CCN1c2cc(C(=O)Nc3ccc(OC(F)(F)F)cc3)ccc2C(=O)N2CCCCC21 (configuration not stated)
15% | O=C1CC(c2ccccc2)N(C(=O)CNC(=O)C2CCCCC2)CCCCCN1 (configuration not stated)
2%[6.33 µM] | COC(=O)CNC(=O)c1nc(-c2ccc([S+](C)(=O)[O-])cc2)c2cnccn12
5% | CCC1CN(CCNC(=O)c2cc(C)nn2CC)Cc2cc(OC)ccc2O1 (configuration not stated)
-5%[176 µM] | CC(=O)Nc1cccc(-c2cc(-c3c(C)noc3C)c3cncn3c2)c1
32% | COc1ccccc1CCC(=O)N1CCC(Cc2nc(-c3cnccn3)no2)CC1
12%[176 µM] | CCN(CC)[C@H]1[C@@H]2OC[C@@H](O2)[C@@H](NC(=O)Nc2ccc(OC)cc2)[C@@H]1O
75%[activator][176 µM] | CNC(=O)C1(N2CCC[C@H]2C(=O)N(C)CCN(C)C)CCC1
-17% | CCCC1C=CCN1C(=O)c1cc(-c2ccncc2)nc2ccccc12 (configuration not stated)
10% | CCC1(C(=O)NCCN2CCOCC2)CCCCC(=O)N1 (configuration not stated)
20%[176 µM] | O=C1NCCN1C1CCN(Cc2ccccc2)CC1
14% | Cc1ccc(CC(=O)NCCc2noc(C3CC3)n2)cc1
? | Cc1cnc(C(=O)N2CCCC(c3nnc(Cn4cccn4)n3C)C2)cn1 (configuration not stated)
? | O=C(NCC1CCCO1)c1csc(N2CCN(c3ccc(Cl)cc3)CC2)n1 (configuration not stated)
10% | O=C(CC1CCOC2(CCN(Cc3cccc(F)c3)CC2)C1)NC1CC1 (configuration not stated)
15% | C[S+](=O)([O-])N1CCCC(c2nn(-c3ccc(F)cc3)c(=O)[nH]2)C1 (configuration not stated)
9%[176 µM] | CC(=O)N1CCc2nc(C)nc(-c3ccc(Cl)cc3)c2CC1
25% | O=C(CCc1ccccc1)N1CC2CC(C1)[C@H]1CCCC(=O)N1C2 (some centres not stated)
31%[activator] | CCN(CCCNC(=O)C1CCN(c2cn[nH]c(=O)c2)C1)c1ccccc1 (configuration not stated)
14% | O=C1CCN(C(=O)CN2CCCCCC2)CCCC(c2nc(-c3cccnc3)no2)CCN1 (configuration not stated)
31%[activator] | Cc1ccsc1C(=O)N1C[C@@H](Oc2cccnc2)C[C@@H]1C(=O)N1CCOCC1
3% | C[C@@H]1CN(CC(=O)NCCc2ccc(F)cc2)CC[C@@]1(O)C1CC1
61%[activator][176 µM] | O=C(c1cccnc1)N1CCC2(CC1)C(=O)NN=C2c1ccccn1
11% | CCC(C)NC(=O)C1COC2(CCN(C(=O)c3cccc(C)c3)CC2)N1C(=O)c1ccc(OC)cc1 (configuration not stated)
37%[activator] | O=C1c2c(nc(COc3ccc4c(c3)OCO4)n2Cc2ccccc2)NCCN1CCOc1ccccc1
15% | CN1CC[C@H]2CN(C(=O)c3scc4c3OCCO4)C[C@@]2(C(=O)O)C1
-3% | O=C(c1cnc(Cc2c(Cl)cccc2Cl)[nH]c1=O)N1CCCCC1
4% | O=C1N(Cc2ccc(F)c(F)c2)CCCC12CCN(c1nc3ccccc3o1)C2 (configuration not stated)
35% | COCC(=O)N1CCCC(c2noc(COc3ccccc3)n2)C1 (configuration not stated)
0%[176 µM] | COc1ncccc1-c1cn(C)c(=O)n2cc(CNc3ccccc3)nc12
29% | CN1CCCCCC(O)c2cc(C(=O)NC3CCCCC3)ccc21 (configuration not stated)

Remaining list, next part:
12-LOX inh | molecule
50%[activator] | O=C(c1ccccc1)N1CCN(Cc2ccc(=O)n(CC3CC3)c2)CC1
41% | O=C(Cc1ccsc1)N1CCC2(CC1)N=C(c1ccccc1)NO2
56%[activator] | CCn1ccnc1CN(C)C(=O)c1cc(COc2ccccc2F)[nH]n1
? | Cn1c(CN2CCOCC2)nnc1C1CCCN(S(=O)(=O)C2CC2)C1 (configuration not stated)
1% | O=C(Cn1ccn2nc(-c3ccccc3)c(CO)c2c1=O)Nc1ccc(F)cc1F
51%[activator] | CN(C)C(=O)C1CN(C(=O)c2cccc(Br)c2)CC12CCOCC2 (configuration not stated)
-9% | Cc1cccc(-c2noc(CCCC(=O)N3CCC4(CC(=O)NC4=O)C3)n2)c1 (configuration not stated)
? | CNC(=O)[C@@H](c1ccc(Cl)cc1)N1CCC[C@H]1C(=O)NC(C)C
13% | CCOc1ccc(-c2nc(C3CC(=O)N(c4ccc(Cl)cc4)C3)no2)cc1OCC (configuration not stated)
-4%[22.9 µM] | CC(C)Cc1ccc(C(C)C(=O)OCc2ccccn2)cc1 (configuration not stated)
47%[activator] | OCC#Cc1ccc(CN2CCC3(CCNCC3)C2)cc1
18% | CCCCc1nn(CC(=O)N2CCCC2c2c(C)noc2C)c(=O)n1CC (configuration not stated)
3%[57.4 µM] | CCOC(CN1C(=O)[C@](CC(=O)Nc2ccc(C)cc2)(NC(=O)Nc2ccc(C)cc2)c2ccccc21)OCC
2% | COc1ccc(CNC(=O)c2noc(-c3ccc4c(c3)OCO4)n2)cc1
14% | Cn1cccc1CN1CCCN(S(=O)(=O)c2ccccc2)CCC(=O)NCC1
17%[176 µM] | O=C(NCC1CC1)c1nc2c(o1)CCN(Cc1cccc(O)c1)CC2
1% | Cc1ccc(CNC(=O)CC2CCCN(c3cnn(C)c(=O)c3)C2)cc1 (configuration not stated)
37%[activator] | O=C1CS(=O)C2(CCN(S(=O)(=O)Cc3ccccc3F)CC2)N1CC1CC1 (configuration not stated)
1% | O=C(c1c(F)cccc1F)N1CCCC2(C1)NC(=O)N(Cc1ccccc1)C2=O (configuration not stated)
7% | CC(C)N1CCN(C(=O)CCC2CCN(S(=O)(=O)c3ccccc3)CC2)CC1
17% | CCC(=O)N1CCc2c(C(=O)Nc3ccc(C)cc3)cccc21
? | Cc1cccc(CN2CC[C@@H]3OCC(=O)N(Cc4ccccc4)[C@H]3CC2)c1
-5% | O=C(NCc1nnc2n1CCN(Cc1cccc(Cl)c1)CC2)c1cccc(F)c1
30%[activator] | O=C1N(C2CCOCC2)CCCC12CCN(c1ccc(Cl)cn1)C2 (configuration not stated)
93%[activator] | Cn1cccc1C(=O)NC1CCN(c2cc(-c3ccccc3)[nH]n2)CC1

Structures above that contain bromine, in the order listed:
12-LOX inh | molecule
? | Cn1nc(C(=O)N2CCC3(CC2)N=C(c2ccc(Br)cc2)NO3)c2ccccc21
40µM* | COC(=O)C1=C(C)N(Cc2ccc(Br)cc2)C(=S)NC1c1ccc(F)cc1 (configuration not stated)
51%[activator] | CN(C)C(=O)C1CN(C(=O)c2cccc(Br)c2)CC12CCOCC2 (configuration not stated)

6 records drawn at random from the list so far, as already listed:
12-LOX inh | molecule
7% | CC(C)N1CCN(C(=O)CCC2CCN(S(=O)(=O)c3ccccc3)CC2)CC1
-9% | Cc1cccc(-c2noc(CCCC(=O)N3CCC4(CC(=O)NC4=O)C3)n2)c1 (configuration not stated)
2% | COc1ccc(CNC(=O)c2noc(-c3ccc4c(c3)OCO4)n2)cc1
? | Cn1c(CN2CCOCC2)nnc1C1CCCN(S(=O)(=O)C2CC2)C1 (configuration not stated)
47%[activator] | OCC#Cc1ccc(CN2CCC3(CCNCC3)C2)cc1
-5% | O=C(NCc1nnc2n1CCN(Cc1cccc(Cl)c1)CC2)c1cccc(F)c1

3 structures already listed, arranged by length of the SMILES, smallest number first:
12-LOX inh | molecule
37%[activator] | O=C1CS(=O)C2(CCN(S(=O)(=O)Cc3ccccc3F)CC2)N1CC1CC1 (configuration not stated)
? | Cc1cccc(CN2CC[C@@H]3OCC(=O)N(Cc4ccccc4)[C@H]3CC2)c1
? | Cn1nc(C(=O)N2CCC3(CC2)N=C(c2ccc(Br)cc2)NO3)c2ccccc21

(next part)
12-LOX inh | molecule
42%[activator] | COc1ccc(OC)c(CN2CCOc3ccc(CN4CCC(O)(c5cccnc5)CC4)cc3C2)c1
? | Cc1nc(NCc2csc(-c3cnccn3)n2)cc(C2CC(O)C2)n1 (configuration not stated)
9%[6.33 µM] | CC(C)NC(=O)N1CCC2(CC1)CN(C(=O)Cc1c[nH]c3ccccc13)CCO2
-1%[176 µM] | OC1CCC(NCc2ccc(-c3cnc4c(OCc5ccccc5)nccn34)cc2)CC1 (configuration not stated)
11% | O=C(NCc1nnc2ccc(-c3ccccc3)nn12)c1ccccc1F
11% | COc1ccccc1CNC(=O)c1ccc(CN2C(=O)NC3(CCOCC3)C2=O)cc1
-16% | c1cn(-c2ccc(Oc3nn[nH]n3)cc2)c(-c2cc3n(n2)CCNC3)n1
4% | CN1CCN(c2nc3c(c(=O)[nH]2)CCN(Cc2cccc4[nH]ccc24)CC3)CC1
24% | O=C(C1CCOCC1)N1CCC(c2noc(COc3ccc(F)cc3)n2)C1 (configuration not stated)
58%[activator] | COc1cc2c(cc1OC)C(C[C@H]1CN(C(=O)Cc3cccs3)CC[C@H]1CC(=O)O)=NCC2
7%[6.33 µM] | CN(C)C(=O)N1CCC2(CC1)CN(C(=O)CCc1c[nH]c3ccccc13)Cc1ccccc1O2
4% | COc1ccc(-c2nc3cc(F)ccc3cc2CN(C(=O)c2ccc3c(c2)OCO3)C2CC2)cc1
-11% | COC(=O)c1c(-c2ccc(OC)cc2)c2c(c3c4ccccc4n(S(=O)(=O)c4ccc(C)cc4)c13)C(=O)N(C)C2
? | COC(=O)[C@H](C(C)C)N(Cc1cn(Cc2ccccc2)nn1)S(=O)(=O)c1ccc(F)cc1Br
? | Cn1nccc1-c1cccc(CCOc2cnc3c(ccn3CC(=O)O)c2)c1
-14%[176 µM] | CC[C@H]1CN(C(=O)c2ccc(F)cc2)CC[C@H]1CC(=O)NC1CCCC1
38%[activator] | Cn1nccc1C(=O)N1CCC(c2cc(-c3ccc(F)cc3)n[nH]2)CC1
-22% | O=C(N[C@@H](Cc1cccnc1)C(=O)N1CCC[C@H]1C(=O)NCCc1ccccc1Cl)c1ccco1
123%[activator] | Cc1cc(S(=O)(=O)N[C@@H]2CN(C)C[C@H]2CN(C)C)ccc1F
14% | CC1=NS(=O)(=O)N(Cc2ccccc2)C=C1C(=O)OCc1c(C)noc1C
23% | COc1cc(Cl)ccc1C(=O)N1C[C@@H](CO)[C@H](c2nc(C)no2)C1
73%[activator] | COc1ccc(NC(=O)C2CCN(c3cc(C(F)(F)F)ncn3)CC2)cc1OC
6% | CSCC(=O)N1C[C@@H](C(=O)O)[C@H](c2ccc3c(c2)OCO3)C1
24%[176 µM] | COc1ccc(-c2cn3c(n2)CO[C@@H](CNCc2ccccc2OC)C3)cc1
? | O=c1[nH]c(C2CCCN(Cc3cccc(-c4cccs4)c3)C2)nc2ccc(F)cc12 (configuration not stated)
4% | CS(=O)(=O)Nc1ccc(C2(C(=O)O)CCCCC2)cc1
11% | CC(C)CN1CCc2[nH]cnc2C12CCN(C(=O)CN1CCOC1=O)CC2
-14% | Cc1ccc(Cl)cc1-n1nc(-c2c(C)nc3scc(CC(=O)NCCC(C)C)n3c2=O)cc1C
-4% | O=C(NCc1ccc2c(c1)OCO2)c1nc(-c2cccnc2)c2cnccn12
71%[activator] | COc1ccccc1OC1(C(=O)O)CCN(C(=O)CC2CC2)CC1
-23%[176 µM] | CCNC(=O)NC[C@H]1O[C@H](Cc2cc(COC)on2)CC[C@@H]1O
48%[activator] | Cn1cc([C@@H](NC(=O)c2cccc3c2NCCC3)C2CC(O)C2)cn1 (some centres not stated)
37%[activator] | CCCc1ccc(S(=O)(=O)N2CCC(c3c[nH]c4c(C)cccc34)CC2)cc1
-5%[176 µM] | CCc1nc2c(c(-c3ccc(Cl)cc3)n1)CN(C(=O)C1CC1)CC2

Some of the compounds tested; rates above refer to the full screens.
